Source: PubChem BioAssay (National Center for Advancing Translational Sciences (NCATS))
Epigenetic reg: Quantitative High-Throughput Screen for Regulators of Epigenetic Control; murine LDR cells, GFP reporter derepression, 30 h; Potency, µM (series often up to 53.9 µM), without a hit: top-dose GFP activation, most hits filed as activators; 280,000 compounds, 0.2% hits; active = well fitted activation curve with a large enough effect; inconclusive = small, poorly fitted or top-dose-only effect; note: % of control where 0% means no effect; nearly all actives have a fitted effect of over 60% in size
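Murine LDR cells carrying a silenced, genomically integrated CMV-driven GFP reporter were exposed to compound for 30 hours at 37 C. After PBS washes, GFP-positive cells (20–120 um objects) were counted by laser-scanning microplate cytometry.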
* marks the source's active call; other numbers are inactive results. Potency is the fitted concentration of half-maximal effect. This is a subset, so the mix of outcomes need not match the whole.

Sample of the layout (13 entries):
For CCC(CC)C(=O)NCc1nc2cccnc2n1Cc1ccc(F)cc1 the results were Epigenetic reg 2.2%.
Screening COc1ccc(C(=O)NCC(c2ccc(N(C)C)cc2)N2CCOCC2)cc1 (stereo not drawn) returned Epigenetic reg 0.8%.
`Cc1nn(-c2ccc(N3CCOCC3)nn2)c(C)c1CCC(=O)NCc1ccccc1F` gave Epigenetic reg 0.0%.
COc1cc(-c2noc(CSc3nc(-c4ccccc4)cc(=O)[nH]3)n2)cc(OC)c1OC was read as Epigenetic reg 3.1%.
`COc1ccc2c(c1)c1c(c(=O)n(-c3ccccc3C)c(=O)n1CC(=O)Nc1c(C)cccc1C)n2C` gave Epigenetic reg 0.0%.
`CCc1ccccc1NC(=O)N1CCN(c2nnc(C)c3c(C)n(-c4ccccc4)nc23)CC1` gave Epigenetic reg 0.0%.
`CCCCNS(=O)(=O)c1ccc(N2CCCCS2(=O)=O)cc1` gave Epigenetic reg -2.4%.
`Cc1ccc2c(=O)c(C(=O)c3ccc(F)cc3)cn(CC(=O)NCc3ccccc3)c2n1` gave Epigenetic reg inconclusive.
`CCc1ccc(-n2c(SCc3ccccc3Cl)nc3[nH]ncc3c2=O)cc1` gave Epigenetic reg -1.1%.
`CCc1ccccc1N1C(=O)N(CC(=O)c2ccc(Cl)cc2)c2ccccc2S1(=O)=O` gave Epigenetic reg -0.5%.
For CCc1ccc(NC(=O)c2cc3c(=O)n(Cc4cccs4)ccc3nc2C)cc1 the results were Epigenetic reg 0.0%.
For CCOC(=O)c1cnn(-c2ccc(C(=O)Nc3cccc(C(C)=O)c3)cc2)c1N the results were Epigenetic reg -1.3%.
`Cc1cc2c(cc1S(=O)(=O)CCC(=O)NCc1ccccc1)OCC(=O)N2` gave Epigenetic reg 5.3%.

The whole of this part, from the first entry:
For CCC(CC)C(=O)NCc1nc2cccnc2n1Cc1ccc(F)cc1 the results were Epigenetic reg 2.2%.
Screening COc1ccc(C(=O)NCC(c2ccc(N(C)C)cc2)N2CCOCC2)cc1 (stereo not drawn) returned Epigenetic reg 0.8%.
`Cc1nn(-c2ccc(N3CCOCC3)nn2)c(C)c1CCC(=O)NCc1ccccc1F` gave Epigenetic reg 0.0%.
COc1cc(-c2noc(CSc3nc(-c4ccccc4)cc(=O)[nH]3)n2)cc(OC)c1OC was read as Epigenetic reg 3.1%.
`COc1ccc2c(c1)c1c(c(=O)n(-c3ccccc3C)c(=O)n1CC(=O)Nc1c(C)cccc1C)n2C` gave Epigenetic reg 0.0%.
`CCc1ccccc1NC(=O)N1CCN(c2nnc(C)c3c(C)n(-c4ccccc4)nc23)CC1` gave Epigenetic reg 0.0%.
`CCCCNS(=O)(=O)c1ccc(N2CCCCS2(=O)=O)cc1` gave Epigenetic reg -2.4%.
`Cc1ccc2c(=O)c(C(=O)c3ccc(F)cc3)cn(CC(=O)NCc3ccccc3)c2n1` gave Epigenetic reg inconclusive.
`CCc1ccc(-n2c(SCc3ccccc3Cl)nc3[nH]ncc3c2=O)cc1` gave Epigenetic reg -1.1%.
`CCc1ccccc1N1C(=O)N(CC(=O)c2ccc(Cl)cc2)c2ccccc2S1(=O)=O` gave Epigenetic reg -0.5%.
For CCc1ccc(NC(=O)c2cc3c(=O)n(Cc4cccs4)ccc3nc2C)cc1 the results were Epigenetic reg 0.0%.
For CCOC(=O)c1cnn(-c2ccc(C(=O)Nc3cccc(C(C)=O)c3)cc2)c1N the results were Epigenetic reg -1.3%.
`Cc1cc2c(cc1S(=O)(=O)CCC(=O)NCc1ccccc1)OCC(=O)N2` gave Epigenetic reg 5.3%.
Screening CCOc1ccc(CNC(=O)C2CCN(C(=O)c3ccc(-n4ccc5ccccc54)s3)CC2)cc1 returned Epigenetic reg 2.3%.
Screening COc1cccc(Cn2ccn(-c3ccc(F)cc3)c(=O)c2=O)c1 returned Epigenetic reg 0.0%.
For Cc1nn(C(C)C(=O)NCc2ccc(OC(C)C)cc2)c(=O)c2c1sc1ccccc12 (stereo not drawn) the results were Epigenetic reg 12%.
`CCCc1noc(-c2ccc(NCc3ccccc3OC)c([N+](=O)[O-])c2)n1` gave Epigenetic reg -4.5%.
For Cc1ccc(C)c(CNC(=O)c2cc3ccccn3n2)c1 the results were Epigenetic reg -2.0%.
`CCC(C)NC(=O)c1c(C)oc2ncn(CC(C)C)c(=O)c12` (stereo not drawn) gave Epigenetic reg -1.3%.
For COc1cccc(-c2cn3c(n2)sc2cc(C(=O)NCc4cccs4)ccc23)c1 the results were Epigenetic reg 1.4%.
`Cc1ccccc1-c1noc(-c2ccc(N3CCC(C)CC3)c([N+](=O)[O-])c2)n1` gave Epigenetic reg -3.9%.
For Cc1ccc(-n2c(SCc3ccccc3F)nc3[nH]ncc3c2=O)cc1C the results were Epigenetic reg -1.1%.
COc1ccccc1NC(=O)c1cn(-c2ccccc2)nc1-c1ccccc1 was read as Epigenetic reg -4.2%.
`CCOC(=O)Cn1c(=O)n(CC2CCCO2)c2nc(-c3ccc(C)cc3)nc(C(N)=O)c21` (stereo not drawn) gave Epigenetic reg 0.0%.
For CCOC(=O)c1ccc(NC(=O)CSc2ncc(S(=O)(=O)c3ccc(C)c(Cl)c3)c(=O)[nH]2)cc1 the results were Epigenetic reg 0.0%.
Cc1cccc(N2C(=O)CSC23C(=O)N(C)c2ccccc23)c1 (stereo not drawn) was read as Epigenetic reg 1.3%.
`CCOc1ccccc1CNC(=O)CSc1n[nH]c(-c2ccccc2Cl)n1` gave Epigenetic reg 4.3%.
For COc1ccc(C)cc1S(=O)(=O)NCC(c1cccs1)S(=O)(=O)c1ccc(C)cc1 (stereo not drawn) the results were Epigenetic reg 1.6%.
For O=C(/C=C\c1ccc2c(c1)OCO2)NC1CC(=O)N(c2ccccc2)C1 (stereo not drawn) the results were Epigenetic reg 1.6%.
`COc1ccc(NC(=O)CCn2cnc3onc(-c4ccc(F)cc4)c3c2=O)cc1OC` gave Epigenetic reg -1.3%.
Screening Cc1ccc(Cl)cc1N1CCN(S(=O)(=O)c2ccc3c(c2)CC(C)N3C(=O)C2CCC2)CC1 (stereo not drawn) returned Epigenetic reg -2.3%.
Screening Cc1ccc(S(=O)(=O)c2nnn3c2nc(N2CCCCC2)c2sccc23)cc1 returned Epigenetic reg 3.0%.
For COc1ccc(-c2cc(C)no2)cc1S(=O)(=O)N1CCCC(C)C1 (stereo not drawn) the results were Epigenetic reg 0.2%.
Screening CCc1nnc(SCC(=O)Nc2cc(Cl)c(OC)cc2OC)c2cc3oc(C)cc3n12 returned Epigenetic reg 7.7%.
CCOc1ccc(NC(=O)CSc2nnc(-c3ccncc3)n2-c2ccccc2)cc1 was read as Epigenetic reg -1.1%.
`Cc1ccccc1C(=O)OCc1cc(=O)n2c(C)csc2n1` gave Epigenetic reg 0.0%.
For Cc1cc(=O)n(Cc2cccc(F)c2)c2c1c(C)nn2-c1cccc(F)c1 the results were Epigenetic reg 1.5%.
Screening COc1ccc(C2=C(C)C(N3CCC(C(=O)NCc4ccc(C)o4)CC3)=NS2(=O)=O)cc1 returned Epigenetic reg 0.0%.
`O=C(Cn1cc(SCc2ccc(Cl)cc2)c2ccccc21)N1CCCC1` gave Epigenetic reg 4.9%.
For Cc1nnc(SCc2cc(=O)n3cccc(C)c3n2)s1 the results were Epigenetic reg 1.4%.
Screening CC(=O)c1cccc(NC(=O)C(C)n2c(=O)cc(-c3ccccc3)c3c(C)nn(C)c32)c1 (stereo not drawn) returned Epigenetic reg 8.8%.
For COc1cc(CNC(=O)c2cc3n(n2)CCCN(Cc2ccc(C)cc2)C3=O)cc(OC)c1OC the results were Epigenetic reg 9.8%.
Screening CCN(C(=O)CSc1nc(-c2ccccc2)no1)c1ccccc1 returned Epigenetic reg -6.8%.
`CCOc1ccccc1NC(=O)CN1C(=O)COc2ccc(S(=O)(=O)N3CCCCCC3)cc21` gave Epigenetic reg 8.6%.
CCOc1ccc(CNS(=O)(=O)c2cc3c(cc2C)NC(=O)CO3)cc1OC was read as Epigenetic reg -4.0%.
COc1ccc(S(=O)(=O)N2Cc3ccccc3CC2C(=O)Nc2ccc(C)cc2)cc1OC (stereo not drawn) was read as Epigenetic reg -1.1%.
`COc1ccc(C2c3c(n(C)c4ccccc34)C(=O)N2CC(=O)Nc2cc(Cl)ccc2C)cc1` (stereo not drawn) gave Epigenetic reg 1.6%.
`CCc1ccccc1NC(=O)C1CCN(C2=NS(=O)(=O)C(c3ccc(C)c(C)c3)=C2C)CC1` gave Epigenetic reg 12%.
For CCOC(=O)c1ccccc1NC(=O)N(C)CCc1c(C)nn(CC)c1C the results were Epigenetic reg -1.8%.
For Cc1cc(NC(c2nnc(-c3ccccc3)o2)c2ccccc2F)ccc1Br (stereo not drawn) the results were Epigenetic reg 3.1%.
`COc1cc(OC)c(NC(=O)Cn2cnc3nc4c(cc3c2=O)CCCC4)cc1Cl` gave Epigenetic reg -0.6%.
Screening COc1ccc(N(C)C(=O)c2nc(-c3cccc(F)c3)n3c2CCCCC3)c(OC)c1 returned Epigenetic reg 0.6%.
Screening Cc1ccc(C)c(CSc2nnc3[nH]c(=O)cc(C)n23)c1 returned Epigenetic reg 1.9%.
Screening CCC1CN(C(=O)NCc2ccc(F)cc2)c2cc(Cl)ccc2O1 (stereo not drawn) returned Epigenetic reg 0.8%.
O=c1cc2nc(-c3cccs3)nc(SCCOc3ccc(Cl)cc3)n2[nH]1 was read as Epigenetic reg 1.0%.
CCc1ccc(CN(Cc2ccco2)C(=O)c2cc(-c3ccc(C)c(F)c3)on2)cc1 was read as Epigenetic reg 3.5%.
COc1ccc(-n2cc(C(=O)NCc3ccccc3Cl)c3ccccc3c2=O)cc1 was read as Epigenetic reg 1.4%.
For Cc1ccc(S(=O)(=O)C(CNC(=O)C(=O)NCCc2ccc(Cl)cc2)c2cccs2)cc1 (stereo not drawn) the results were Epigenetic reg -0.1%.
`Cc1ccc(Cl)cc1N1CCN(CCCNc2ncnc3onc(-c4ccc(F)cc4)c23)CC1` gave Epigenetic reg -1.3%.
`CC1CN(C(=O)N2CCC(C(=O)NCc3ccco3)CC2)c2cc(Cl)ccc2O1` (stereo not drawn) gave Epigenetic reg 0.8%.
Screening CC(=O)c1cccc(Nc2c3c(nc4nc(-c5cccs5)nn24)CCCC3)c1 returned Epigenetic reg -1.7%.
`Cc1cccc(Cn2c(-c3cccc(Br)c3)nc3ccccc32)c1` gave Epigenetic reg -0.2%.
Cc1cccc(N2CCN(C(=O)CCSCc3ccccc3F)CC2)c1C was read as Epigenetic reg 1.6%.
Screening CN1C(=O)Cc2cc(S(=O)(=O)NCCc3ccccc3)ccc21 returned Epigenetic reg -1.2%.
`CC(C)n1cnc(S(=O)(=O)N2CCCC(C(=O)NCc3ccccc3Cl)C2)c1` (stereo not drawn) gave Epigenetic reg 2.6%.
CCOC(=O)N1CCC(NC(=O)c2cnn(-c3ccc(C)cc3C)c2C2CCN(C(=O)OC(C)(C)C)CC2)CC1 was read as Epigenetic reg 0.8%.
CC(C)Oc1ccc(CNC(=O)C(C)n2ccc3cc(S(=O)(=O)N4CCCCCC4)ccc32)cc1 (stereo not drawn) was read as Epigenetic reg -1.2%.
COc1ccc(Cl)cc1N(C)C(=O)Cc1noc2ccc(C)cc12 was read as Epigenetic reg 0.0%.
CCN(CC)c1cc2c(cc1F)c(=O)c(S(=O)(=O)c1cccc(C)c1)cn2C was read as Epigenetic reg 1.2%.
COc1ccc(Cl)cc1NC(=O)N1CCC2(CC1)Oc1ccccc1C(=O)N2Cc1ccc(F)cc1 was read as Epigenetic reg -3.4%.
CCc1ccccc1NC(=O)c1ccc2c(c1)nnn2C1CCCC1 was read as Epigenetic reg 9.8%.
CC(=O)N1CCc2c(sc(NC(=O)CSc3ccccc3)c2-c2nc3ccccc3s2)C1 was read as Epigenetic reg 5.2%.
O=C(CSC1=Nc2ccccc2N=C(c2ccc(F)cc2)C1)NCc1ccccc1Cl was read as Epigenetic reg -1.7%.
`NC(=O)CSc1nc2cc3c(cc2c(=O)n1CCCCCC(=O)NCc1ccc2c(c1)OCO2)OCO3` gave Epigenetic reg -1.3%.
CCN(CC)C(=O)c1sc2c(c1C)c(=O)n(Cc1ccccc1)c(=O)n2Cc1ccc(Cl)cc1 was read as Epigenetic reg -1.3%.
For CCOC(=O)c1cc(-c2ccccc2)n(-c2cccc(C(=O)Nc3cccc(C)c3)c2)c1C the results were Epigenetic reg -1.1%.
Screening Cc1cccc(OC(C)C(=O)N2CCC(c3nc4ccccc4o3)CC2)c1C (stereo not drawn) returned Epigenetic reg -1.6%.
Screening Cc1ccc(C)c(N2CCN(CCCNC(=O)Nc3cc(Cl)ccc3C)CC2)c1 returned Epigenetic reg -1.1%.
Screening Cc1ccc(CN(C(=O)c2ccc(C(C)(C)C)cc2)c2ccccn2)o1 returned Epigenetic reg -3.2%.
`CCOC(=O)CSC1=Nc2ccccc2C2=NC(CCC(=O)NCc3ccc(OC)cc3)C(=O)N12` (stereo not drawn) gave Epigenetic reg 0.0%.
`CCOc1cccc2cc(-c3nc4sc5c(c4c(=O)[nH]3)CCC(C)C5)c(=O)oc12` (stereo not drawn) gave Epigenetic reg 0.3%.
COc1ccc(C(=O)Nc2nnc(S(=O)(=O)N3CCCc4ccccc43)s2)cc1 was read as Epigenetic reg 9.9%.
For CCOc1ccc(NS(=O)(=O)c2c(C)nc3sc(C)c(C)n3c2=O)cc1 the results were Epigenetic reg 2.7%.
For Cc1cccc(C(=O)Nc2ccc(C(=O)OCc3cc(=O)n4c(C)csc4n3)cc2)c1 the results were Epigenetic reg -6.8%.
Screening COc1ccc(OC)c(CCNC(=O)CCc2cn(Cc3cc(C)ccc3C)c3ccccc23)c1 returned Epigenetic reg 4.3%.
`COc1ccc(Nc2cc(C(=O)NCCCN3CCN(c4ccc(OC)cc4)CC3)c3ccccc3n2)cc1` gave Epigenetic reg -1.1%.
Screening Cc1csc2nc(COC(=O)c3ccccc3NC(=O)c3cccc(Br)c3)cc(=O)n12 returned Epigenetic reg -5.5%.
Screening O=C(Nc1ccc2nc(SCC(=O)N3CCc4ccccc43)sc2c1)c1ccc(F)cc1 returned Epigenetic reg 8.1%.
